# Bioassay records (PubChem)
# PostGolgi yeast: growth inhibition of a yeast mutant, post-Golgi transport screen | post-Golgi transport phenotypic cell assay | inhibition, % at 10 µM | 0.9% of 98,000 active | AID 739;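 note: yeast cells grown in 1536-well plates; yeast grown about 18 h at 30C before absorbance read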
# PostGolgi ctrl: yeast control strain growth, post-Golgi counter-screen | efflux-deficient yeast background strain, growth absorbance A615, 16 h | inhibition, % at 10 µM | 5% of 98,000 active
# S1P2 blocker: S1P2 (human) receptor antagonism; inhibition, % at 5 µM; cell-based S1P2 antagonist assay, inhibition at 5 uM; 0.21% of 97,000 active; O95136; in the data active = inhibition above about 45%;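 note: CRE beta-lactamase reporter cells expressing human S1P2 stimulated with S1P; 0% = agonist at EC80 alone and 100% = agonist plus reference antagonist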
# Target sequence (O95136 whole entry, looked up): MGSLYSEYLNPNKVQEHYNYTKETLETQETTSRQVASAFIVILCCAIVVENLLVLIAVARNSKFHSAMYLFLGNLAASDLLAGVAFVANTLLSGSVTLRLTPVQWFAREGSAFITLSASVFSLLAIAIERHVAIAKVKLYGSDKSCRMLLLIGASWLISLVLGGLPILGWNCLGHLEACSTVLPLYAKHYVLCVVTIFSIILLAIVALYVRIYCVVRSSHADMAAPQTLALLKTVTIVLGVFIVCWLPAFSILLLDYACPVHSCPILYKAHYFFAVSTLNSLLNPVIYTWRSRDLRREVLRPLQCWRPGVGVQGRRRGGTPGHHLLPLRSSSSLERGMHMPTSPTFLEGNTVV
# Fibroblast inh: blocks proliferation of human lung fibroblasts; LL 47 human lung fibroblast viability, ATP luminescence; active compounds read low; viability, % at 10 µM; 1.1% of 85,000 active;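 active = viability at or below 50% in the single dose screen; inactive = viability above 50%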;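 note: compound exposure lasted 72 h before the ATP readout; 100% = median luminescence of untreated cell-only wells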
#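 Test system: LL 47 human lung fibroblasts; Quantity: 1,150 cells/well; Buffer or medium: IMEM plus 15% FBS; Dosing: tenfold compound dosing solution, DMSO at 0.1%; Timing: overnight cell rest, 72 h compound treatment at 37 °C; Detection: ATP-based CellTiter-Glo luminescent readout; Read-out basis: viability percentage against median untreated-cell control; Controls: cell-only wells, no compound.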
# HUVEC inhibit: human endothelial cell proliferation inhibition. 1.1% of 86,000 active. viability, % at 10 µM (by protocol). HUVEC proliferation, CellTiter-Glo luminescence, 72 h; active compounds read low. AID 648;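 active = viability at or below 30%; inactive = viability above 30%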;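 note: 100% = median luminescence of DMSO-only cell control wells on each plate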
# hDAT+cocaine: modulates human dopamine transporter uptake under cocaine. LLC-PK1 hDAT cells, [14C]-dopamine uptake with cocaine IC80; actives deviate in either direction. B-score at 10 µM. 1.3% of 110,000 active. AID 449768;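 active = Z score or B-score, a plate-position-corrected score, falls beyond the plate's 99.7% confidence bounds, in either direction; inactive = both scores lie inside the 99.7% bounds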;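 note: scored against the spread of the other compound wells on the same plate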
# Target sequence (Q01959 whole entry, looked up): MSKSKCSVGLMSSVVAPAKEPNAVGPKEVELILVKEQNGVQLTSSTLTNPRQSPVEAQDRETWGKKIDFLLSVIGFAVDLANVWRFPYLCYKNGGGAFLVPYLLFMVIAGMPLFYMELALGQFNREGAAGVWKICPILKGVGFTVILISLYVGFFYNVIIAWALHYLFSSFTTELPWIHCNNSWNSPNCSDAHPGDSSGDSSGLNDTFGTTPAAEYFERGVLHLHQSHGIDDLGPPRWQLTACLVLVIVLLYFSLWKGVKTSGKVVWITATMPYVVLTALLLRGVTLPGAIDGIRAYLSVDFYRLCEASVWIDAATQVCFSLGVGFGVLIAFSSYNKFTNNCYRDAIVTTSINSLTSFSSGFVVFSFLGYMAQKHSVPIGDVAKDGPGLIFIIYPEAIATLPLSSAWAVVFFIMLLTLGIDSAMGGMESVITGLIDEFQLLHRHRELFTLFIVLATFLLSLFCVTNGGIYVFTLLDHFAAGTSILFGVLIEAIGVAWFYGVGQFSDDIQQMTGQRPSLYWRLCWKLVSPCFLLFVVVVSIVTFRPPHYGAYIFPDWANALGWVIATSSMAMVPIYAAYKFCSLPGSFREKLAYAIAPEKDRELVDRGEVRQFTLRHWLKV
# H69AR inhibit: growth inhibitors of human H69AR lung tumor cells | H69AR lung tumor viability, ATP luminescence, 72 h; active compounds read low | viability, % at 10 µM | 6% of 85,000 active | AID 598;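 active = viability at or below 40%; inactive = viability above 40%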;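 note: multidrug resistant small cell line overexpressing MRP-1 efflux transporter; 100% = mean luminescence of untreated control wells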
# E coli WT exp: growth inhibitors of E. coli BW25113 wild type; OD600 absorbance; 0.15% of 98,000 active; growth inhibition, % at 100 µM;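 active = growth inhibition above about 50% at one test dose, limit read from the data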;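 note: growth measured after 20 h incubation at 37 °C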
# S1P2 agonist: activates the human S1P2 receptor; S1P2-expressing cell line, agonist reporter read-out; activation, % at 4.5 µM; 0.46% of 97,000 active; AID 729; in the data active = activation above about 16%;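 note: 0% = vehicle low control and 100% = maximal reference agonist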
# Numbers without * were called inactive; / = not tested or not shown. Cut-off read from the data, not from the text of the source, unless noted: active = inhibition above about 30%; inactive = the rest.
No. | Compound | PostGolgi yeast | PostGolgi ctrl | HUVEC inhibit | hDAT+cocaine | S1P2 agonist
1 | COc1ccc(C(=O)C(C)N(C(=O)c2ccc(Cl)cc2Cl)N2C(=O)C3C4C=CC(C4)C3C2=O)cc1 (configuration not stated) | -8 | 18 | / | 0.7 | -2
2 | COc1ccc(CNC(=O)c2csc(Cc3ccccc3)n2)cc1 | -3 | 22 | / | -0.16 | -3
3 | O=C(OC(C(=O)NCC1CCCO1)c1ccccc1F)c1ccco1 (configuration not stated) | 9 | 4 | 92 | -0.3 | -7
4 | O=C(O)CCN(CCC(=O)O)S(=O)(=O)c1ccccc1 | -5 | 0 | 99 | 0.42 | -4
5 | COC(=O)COc1nc(C)c(Br)c(OC)n1 | 24 | 5 | 93 | -0.99 | -4
6 | Cc1cc(NS(=O)(=O)c2ccc(NC(=O)c3cc(-c4cccnc4)nc4ccc(Cl)cc34)cc2)no1 | -6 | 35* | / | 0.65 | -5
7 | Cc1cc(OC(=O)c2c(Cl)cccc2Cl)nc(C)n1 | 6 | 4 | / | 0.68 | -4
8 | COc1cccc(-c2csc(N3CCN(Cc4ccccc4)CC3)n2)c1 | 1 | 15 | 102 | 0.54 | /
9 | COCc1cc(Sc2c(Cl)cccc2Cl)nc(-c2ccccc2)n1 | -5 | 14 | / | 0.32 | -6
10 | Cn1c(=O)[nH]c(=O)c2c1nc(OC(=O)c1ccccc1)n2CC(O)COc1ccc(F)cc1 (configuration not stated) | 5 | 1 | 100 | 0.3 | -5
11 | COc1cc(/C=C2/C(=O)ON=C2C)ccc1OCc1ccccc1F | 12 | -3 | / | 0.42 | -4
12 | CCCn1c(C)cc(/C=C(\C#N)C(=O)OCC(=O)NC(=O)NC(C)(C)C)c1C | -2 | 12 | 110 | -0.31 | -3

No. | H69AR inhibit | S1P2 blocker | E coli WT exp | Fibroblast inh
1 | / | -12 | -14 | /
2 | / | -9 | 2 | /
3 | 93 | 8 | -1 | 85
4 | 86 | -4 | -3 | 95
5 | 84 | 11 | 4 | 95
6 | / | 8 | -3 | /
7 | / | -39 | 5 | /
8 | 98 | / | -11 | 104
9 | / | -7 | 3 | /
10 | 99 | 22 | 2 | 99
11 | / | 5 | -1 | /
12 | 103 | 19 | -5 | 102

# (more compounds)
No. | Compound | PostGolgi yeast | PostGolgi ctrl | HUVEC inhibit | hDAT+cocaine | S1P2 agonist
13 | CC(C)c1ccc(N(C(=O)c2csnn2)C(C(=O)NC(C)(C)C)c2ccncc2)cc1 (configuration not stated) | 11 | -10 | / | -0.71 | -4
14 | CCCCOCCCNC(=O)c1ccc(OCC)cc1 | 4 | -1 | 92 | -0.4 | -4
15 | O=c1c2ccccc2nc(SCc2cn3ccsc3n2)n1-c1ccccc1F | 4 | 8 | 85 | 0.00018 | -5
16 | COc1cc(C(=O)NCc2ccccn2)ccc1OCc1c(C)noc1C | 5 | -3 | 89 | / | -6
17 | CCOC(=O)c1c(NC(=O)CN(CC)CC)sc2c1CCC2 | -8 | 15 | / | -1.5 | -4
18 | CC(=O)c1cccc(NC(=O)CN(c2ccc(C)cc2)S(=O)(=O)c2cccc3nonc23)c1 | -4 | 34* | 87 | 1.1 | -8
19 | COc1ccccc1/C=C/C(=O)NCC(=O)N/N=C/c1cc(Br)ccc1OC | -5 | 1 | 72 | 0.22 | -2
20 | CC1CCCCN1C(=O)Cn1c(=O)n(CCC(=O)NCc2ccco2)c(=O)c2sccc21 (configuration not stated) | 2 | -9 | / | -0.59 | -5
21 | COc1cccc(OC)c1C(=O)N1CCN(c2ccccn2)CC1 | 4 | 12 | 100 | 1.4 | -2
22 | N#CC1(C#N)COC23CCCCC2C1(C#N)C(=N)O3 (configuration not stated) | 10 | 5 | 78 | -0.54 | 5
23 | COc1ccccc1NC(=O)CSc1nc(O)c(Cc2ccccc2)c(=O)[nH]1 | 5 | 0 | 99 | 0.24 | -1
24 | Cc1cccc(NC(=O)C2(c3ccc([N+](=O)[O-])cc3)CCCC2)c1 | -8 | 8 | / | -0.016 | -8

No. | H69AR inhibit | S1P2 blocker | E coli WT exp | Fibroblast inh
13 | / | -3 | 6 | /
14 | 98 | -1 | 5 | 100
15 | 69 | -26 | -12 | 80
16 | 52 | -1 | 2 | 105
17 | / | 2 | 4 | /
18 | 88 | 12 | -5 | 87
19 | 19* | 5 | 0 | 80
20 | / | -47 | -3 | /
21 | 74 | -7 | 4 | 100
22 | 8.2* | -24 | 3 | 66
23 | 106 | 20 | 2 | 100
24 | / | 14 | -13 | /

# Other results
No. | Compound | PostGolgi yeast | PostGolgi ctrl | HUVEC inhibit | hDAT+cocaine | S1P2 agonist
25 | Cc1cc(OCCOc2cccc3cccnc23)c(C)cc1Cl | 11 | 7 | 104 | -1.1 | -5
26 | CCCOC(=O)NC(CC)COC(=O)Nc1cc(C)ccc1C (configuration not stated) | 2 | 33* | / | 0.19 | -4
27 | CCOC(=O)c1c(C)oc2ccc(NS(=O)(=O)c3ccc4c5c(cccc35)C(=O)N4)cc12 | 7 | 9 | 68 | 0.7 | 0
28 | O=C(CN(C1CC1)S(=O)(=O)c1ccc(S(=O)(=O)N2CCCCCC2)cc1)Nc1ccccc1 | 2 | -1 | 77 | 0.072 | -6
29 | O=C(C1CCN(S(=O)(=O)c2cccnc2)CC1)N1CCN(c2cccc(Cl)c2)CC1 | 7 | 3 | 104 | 0.7 | -6
30 | Cc1cccc(C)c1NC1=NC(=S)N(c2ccccc2)C12CCOC(C)(C)C2 (configuration not stated) | -8 | 6 | 90 | 0.047 | -7
31 | Cc1cccc2c1N(CCCOc1ccc(C(C)(C)C)cc1)C(=O)C2=O | 15 | 10 | 1.6* | -0.96 | 0
32 | Cc1ccc(NCc2nnc(SCC(=O)c3ccccc3)n2Cc2ccco2)c(C)c1 | -11 | 19 | 83 | 0.54 | -3
33 | COC(=O)c1ccc(NC(=O)N2CCC(O)(c3cccnc3)CC2)cc1 | 2 | 7 | 106 | / | -5
34 | Cc1cc(C)c(NC(=O)C2CCCN2C(=O)NC2CCCCC2)c(C)c1 (configuration not stated) | / | / | 94 | -1.7 | -4
35 | CCOc1c2ccc(C(=O)NC3CCCc4ccccc43)cc2nn1C (configuration not stated) | 3 | 5 | / | 0.045 | -10
36 | Cc1nc2ccc(NS(=O)(=O)c3c(C)c(C)cc(C)c3C)cc2s1 | 10 | 36* | 87 | -0.63 | -2

No. | H69AR inhibit | S1P2 blocker | E coli WT exp | Fibroblast inh
25 | 91 | 0 | -1 | 96
26 | / | 21 | -1 | /
27 | 74 | 4 | 0 | 100
28 | 37* | 7 | -4 | 93
29 | 75 | -22 | 3 | 101
30 | 34* | 16 | -10 | 87
31 | 0.8* | -9 | -6 | 91
32 | 82 | 17 | -7 | 86
33 | 88 | -30 | -5 | 104
34 | 90 | -4 | / | 96
35 | / | -4 | 4 | /
36 | 16* | -4 | 3 | 96

# A few values from the entries so far.
# Reading for Cc1cccc2c1N(CCCOc1ccc(C(C)(C)C)cc1)C(=O)C2=O under H69AR inhibit: 0.8*
# Reading for Cc1ccc(NCc2nnc(SCC(=O)c3ccccc3)n2Cc2ccco2)c(C)c1 under HUVEC inhibit: 83
# Reading for Cc1cccc(C)c1NC1=NC(=S)N(c2ccccc2)C12CCOC(C)(C)C2 (configuration not stated) under hDAT+cocaine: 0.047
# Reading for CCOc1c2ccc(C(=O)NC3CCCc4ccccc43)cc2nn1C (configuration not stated) under PostGolgi ctrl: 5
# Reading for Cc1cc(OCCOc2cccc3cccnc23)c(C)cc1Cl under PostGolgi ctrl: 7
# Reading for O=C(C1CCN(S(=O)(=O)c2cccnc2)CC1)N1CCN(c2cccc(Cl)c2)CC1 under H69AR inhibit: 75

# Returning to the listing, starting 3 compounds before the break.
No. | Compound | PostGolgi yeast | PostGolgi ctrl | HUVEC inhibit | hDAT+cocaine | S1P2 agonist
34 | Cc1cc(C)c(NC(=O)C2CCCN2C(=O)NC2CCCCC2)c(C)c1 (configuration not stated) | / | / | 94 | -1.7 | -4
35 | CCOc1c2ccc(C(=O)NC3CCCc4ccccc43)cc2nn1C (configuration not stated) | 3 | 5 | / | 0.045 | -10
36 | Cc1nc2ccc(NS(=O)(=O)c3c(C)c(C)cc(C)c3C)cc2s1 | 10 | 36* | 87 | -0.63 | -2
37 | O=C(Cn1cc2c(n1)CCCCC2)N1CCc2ccccc2C1 | 3 | 12 | / | 0.22 | -4
38 | CCOC(=O)CN1CC23C=CC(O2)C(C(=O)N2CCN(c4ccc(F)cc4)CC2)C3C1=O (configuration not stated) | -1 | 0 | 88 | -0.46 | /
39 | CCOC(=O)N1CCC(=C(C#N)C(=O)Nc2cc(OC)ccc2OC)CC1 | 2 | 13 | 105 | 0.97 | -9
40 | CCC(=O)c1cc2c(cc1NC(=O)c1ccccc1)OCCO2 | -1 | -5 | 97 | 0.51 | 1
41 | Cc1ccc2nc(NC(=O)COC(=O)c3ccco3)sc2c1 | -4 | 2 | 92 | -1.1 | -1
42 | CC1CN(C(=O)c2cnn3c(C(F)F)cc(-c4ccccc4)nc23)CC(C)O1 (configuration not stated) | 4 | 2 | 102 | -0.73 | -3
43 | O=C(Nc1ccc2c(c1)nc1n2CCOC1)C1CCCCC1 | -1 | 6 | 97 | -1.5 | -2
44 | CCOc1ccc(N(CC(=O)NC2CCCC2)C(=O)CCCC(=O)Nc2ccccn2)cc1 | -12 | 4 | 110 | 0.025 | -9
45 | CCN(CC)S(=O)(=O)c1ccc(NC(=O)c2ccccn2)cc1 | 4 | 3 | 112 | 1.7 | -8
46 | C=CCOC(=O)C1CC=CCC1C(=O)Oc1ccc(F)cc1F (configuration not stated) | 0 | 7 | 110 | -0.13 | -5
47 | CC1(NC(=O)COc2ccccc2-c2ccccc2)CCS(=O)(=O)C1 (configuration not stated) | 1 | 25 | / | 0.72 | -8
48 | CCS(=O)(=O)N1CCC(C(=O)N2CCN(c3ccccc3)CC2)CC1 | -6 | 7 | 95 | 0.27 | /

No. | H69AR inhibit | S1P2 blocker | E coli WT exp | Fibroblast inh
34 | 90 | -4 | / | 96
35 | / | -4 | 4 | /
36 | 16* | -4 | 3 | 96
37 | / | 23 | 4 | /
38 | 105 | / | 4 | 93
39 | 99 | 10 | 2 | 102
40 | 82 | -12 | 3 | 87
41 | 56 | -10 | 2 | 88
42 | 78 | 7 | -3 | 107
43 | 84 | 22 | 2 | 104
44 | 96 | -9 | 3 | 102
45 | 101 | -2 | 3 | 101
46 | 92 | 13 | 3 | 96
47 | / | 6 | -1 | /
48 | 95 | / | -3 | 104
